# NTR1 ag – agonists of NTR1, primary screen, imaging, U2OS cells, beta-arrestin-GFP, high content (AID 493036). activation, % at 20 µM. hit rate 0.17% among 330,000. NTR1-U2OS beta-arrestin-GFP spot imaging, agonist mode;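 active = activation at or above 40% of the spot to cytoplasm intensity ratio, with at least 20 cells analyzed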;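 also: 0% = DMSO without peptide and 100% = 100 nM NTR1 peptide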
# Target sequence (P30989 whole entry, looked up): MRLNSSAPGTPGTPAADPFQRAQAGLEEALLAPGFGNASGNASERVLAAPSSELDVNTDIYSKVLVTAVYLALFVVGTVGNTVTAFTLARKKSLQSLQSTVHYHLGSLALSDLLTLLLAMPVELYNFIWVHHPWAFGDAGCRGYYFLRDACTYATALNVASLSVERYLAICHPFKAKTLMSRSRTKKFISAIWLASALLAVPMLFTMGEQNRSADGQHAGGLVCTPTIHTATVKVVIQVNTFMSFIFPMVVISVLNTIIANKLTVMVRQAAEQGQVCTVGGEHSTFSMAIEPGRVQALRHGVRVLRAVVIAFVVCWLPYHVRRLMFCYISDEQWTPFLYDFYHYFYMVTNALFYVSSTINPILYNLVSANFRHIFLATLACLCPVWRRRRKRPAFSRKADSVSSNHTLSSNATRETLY
# GPR55 LPI antagonism – inhibition of LPI-stimulated GPR55 beta-arrestin translocation – imaging, U2OS, beta-arrestin-GFP, LPI agonist, primary screen (AID 2013). U2OS GPR55 beta-arrestin-GFP translocation imaging, LPI antagonism; higher % means a stronger effect. one-dose inhibition, % at 10 µM; IC50 in µM for titrated hits. hit rate 0.13% among 290,000;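 active = spots per cell inhibited over 60%, with over 100 cells counted and total cytoplasm intensity under 500,000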;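 also: U2OS cells stably carrying GPR55 and arrestin-GFP stimulated by 5 µM LPI near EC80; imaged beta-arrestin-GFP aggregate spots per cell after agonist stimulation; plate controls were LPI-stimulated DMSO wells for no effect and DMSO wells without LPI for full effect; some results filed as inactive read as strong as hits; confirmed hits need IC50 under 10 µM and bright autofluorescent wells are also inconclusive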
# GPR55 beta-arrestin – GPR55 agonists via beta-arrestin recruitment, primary screen, imaging, U2OS cells, beta-arrestin-GFP redistribution (AID 1961); hit rate 0.048% among 290,000; activation, % at 10 µM; hits with a dose series show EC50 in µM; U2OS GPR55 beta-arrestin-GFP redistribution imaging; higher % means a stronger effect;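 active = activation above 40% with more than 50 cells counted in the well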;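 also: U2OS osteosarcoma cells stably expressing GPR55 and beta-arrestin-GFP; plate controls were DMSO negative control for no effect and LPI positive control for full effect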
# AID2073 – inhibitors of Mint1-CaV2.2 protein interaction, biochemical, HTRF (AID 2073) | HTRF protein-protein interaction, Mint1-CaV2.2; higher % means a stronger effect | inhibition, % at 20 µM, or IC50 in µM where a hit was titrated | hit rate 0.19% among 290,000; in the data active = inhibition mostly above about 51%, no sharp cut-off; also: some results filed as inactive read as strong as hits
# HIV peptide binding – cell-free HIV fusion peptide-binding blockers – biochemical, uHTS, fluorescence dequenching, primary screen (AID 1986); cell-free peptide binding, fluorescence dequenching, 30 min; higher % means a stronger effect; one-dose inhibition, % at 20 µM; IC50 in µM for titrated hits; hit rate 0.3% among 290,000; in the data active = inhibition mostly above about 52%, no sharp cut-off; inactive = mostly below about 76%; also: some results filed as inactive read as strong as hits
# SIAH1 antagonists – Siah-1 peptide-binding antagonists, primary screen, biochemical, fluorescence polarization, rhodamine-plectin, uHTS (AID 1817) | Siah-1 / rhodamine-plectin peptide fluorescence polarization; higher % means a stronger effect | one-dose displacement, % at 20 µM; IC50 in µM for titrated hits | hit rate 0.02% among 290,000;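 active = displacement of at least 50% at 20 µM, with a fluorescence ratio check between 0.3 and a set limit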;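 also: plate controls were Siah plus tracer with DMSO for no effect and tracer alone without Siah for full effect; strong numbers were not always called active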
# GPR35 antagonists – inhibition of zaprinast-stimulated GPR35 beta-arrestin translocation – imaging, U2OS, beta-arrestin-GFP, zaprinast agonist, primary screen (AID 2058). U2OS GPR35 beta-arrestin-GFP translocation imaging, zaprinast antagonism; higher % means a stronger effect. one-dose inhibition, % at 10 µM; IC50 in µM for titrated hits. hit rate 0.052% among 290,000;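 active = inhibition of at least 50% with at least 30 cells and total cytoplasm GFP at most 10,000,000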
# K1F lysis inhibition – protection from phage-mediated lysis, alamar blue read-out – E. coli UTI89, K1F phage, bacterial capsule biogenesis inhibitors (AID 488966) | E. coli UTI89 K1F phage lysis, alamar blue, 2 h; higher % means a stronger effect | one-dose inhibition, % at 100 µM; IC50 in µM for titrated hits | hit rate 0.02% among 340,000;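 active = phage lysis inhibition, versus mean bacterial control, above a set limit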;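 also: capsule biogenesis inhibitors block K1F phage lysis so surviving cells raise fluorescence; higher fluorescence means more inhibition of phage lysis; actives were called in the ten point dose series up to 300 µM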
# NS5 inhibitors – flavivirus cap methylation enzyme inhibition – biochemical, confirmation dose response, primary screen (AID 588689); Dengue-2 NS5 methyltransferase capping enzyme assay, biochemical; higher % means a stronger effect; one-dose inhibition, % at 25 µM; IC50 in µM for titrated hits; hit rate 0.3% among 340,000; in the data active = a potency from the dose series
# NTR1 ag cell count 20 µM – also measured in NTR1 ag; calls as there; cell count; measured here: cell count, cytotoxicity flag
# NS5 inhibitors pilot replicate – recorded beside NS5 inhibitors, whose call it bears; inhibition, %; measured here: pilot screen replicate inhibition
# Active calls of the source: *; nt = not tested or not shown; [ ] = another dose, or the depositor's remark. Compounds as they come (roughly 1.2% active in at least one column).
SMILES,NTR1 ag,NTR1 ag cell count 20 µM,GPR55 LPI antagonism,GPR55 beta-arrestin,AID2073,HIV peptide binding,SIAH1 antagonists,GPR35 antagonists,K1F lysis inhibition,NS5 inhibitors,others
Cc1cccc(NC(=O)C23CCC(C)(/C(=N/O)C2)C3(C)C)c1 (configuration not stated),1.9,60,13.9%,-0.2%,9.9%,-2.0%,0.3%,8.8%,-0.2%,-3.5%,
COC(=O)c1ccc(NC(=O)CCN2CCN(c3ccccc3)CC2)cc1,-0.9,41,2.7%,-0.1%,-3.1%,2.0%,5.9%,-16.0%,2.8%,-21.6%,
COc1ccccc1CNCC(=O)Nc1ccc(N2CCOCC2)cc1,-1.6,79,5.5%,0.2%,-6.2%,2.0%,-3.3%,-8.2%,0.3%,-7.3%,
CCCCS(=O)(=O)N1CCN(S(=O)(=O)c2ccc(Cl)s2)CC1,0.5,50,13.2%,-0.2%,14.5%,0.1%,3.2%,-3.3%,1.7%[50 µM],1.3%,
CC(C)CCn1c(=O)c2ccccc2n2c(CN3CCCC3)nnc12,0.1,49,8.7%,-0.2%,-10.9%,-3.3%,-0.7%,-0.7%,-0.3%,-4.7%,
COc1cc(OC)c(-n2cc(-c3ccc(OC)c(OC)c3)[nH]c2=S)cc1Cl,0.0,84,12.3%,-0.2%,-15.4%,-2.5%,3.1%,-2.1%,3.8%[50 µM],-1.3%,
Cc1nc(-c2ccccc2)sc1C(=O)/C=C/c1ccc(Cl)cc1,4.6,49,24.5%,10.2%,-13.2%,-0.3%,-4.4%,-13.5%,0.0%,-5.5%,
Cc1cc([N+](=O)[O-])ccc1NC(=O)c1ccc(NC(=O)C(C)C)cc1,0.6,98,2.6%,0.4%,3.5%,0.0%,0.7%,5.4%,0.7%,-2.2%,
Cc1nc(NCCc2ccc(S(N)(=O)=O)cc2)c2c(C)c(C)sc2n1,1.1,62,-0.4%,-0.1%,-38.0%,-2.6%,-2.1%,-5.8%,1.2%,-4.0%,
COc1cc(-c2nc3cccc(C)n3c2NCC2CCCO2)ccc1O (configuration not stated),3.3,45,-3.4%,-0.1%,45.0%,-0.9%,0.0%,9.6%,2.5%,-7.4%,
Cc1cccc(Cn2c(N3CCN(CCO)CC3)nc3c2c(=O)[nH]c(=O)n3C)c1,-1.1,58,1.8%,-0.1%,-0.5%,-2.0%,1.5%,-6.4%,-0.1%,-2.6%,NS5 inhibitors pilot replicate=-3.4
Cc1ccc(OCc2nc(C#N)c(NCc3ccco3)o2)cc1,-1.5,59,-3.6%,-0.2%,0.2%,-2.8%,2.4%,12.0%,0.8%,-2.9%,
CS(=O)(=O)c1ccc2nnn(OCC(=O)Nc3cccc(C#N)c3)c2c1,0.6,64,14.7%,-0.1%,-1.6%,-1.0%,-3.3%,9.2%,0.1%,8.1%,
Cc1cc(C)n(-c2nnc(C)n2/N=C/c2ccccc2F)n1,-0.2,80,-11.5%,0.0%,1.9%,1.9%,2.5%,-2.3%,0.6%,2.1%,NS5 inhibitors pilot replicate=0.0
Cc1cccc(NC(=O)C2CCCN2S(=O)(=O)c2ccc(Cl)cc2)n1 (configuration not stated),-0.6,51,17.1%,-0.1%,5.5%,2.5%,-1.8%,4.8%,0.1%,-7.4%,
N=c1n(CC(=O)c2cccc([N+](=O)[O-])c2)c2ccccc2n1Cc1ccccc1,8.8,64,28.3%,0.5%,29.3%,0.2%,4.9%,-7.6%,2.0%,-6.9%,
COc1ccnc(Oc2ccc(F)cc2)c1C(=O)N/C=N/OCc1cccc(F)c1,-0.4,34,-3.9%,-0.4%,-2.2%,1.3%,15.5%,2.5%,1.2%,-4.1%,
COc1cccc(-c2cc(C(=O)Nc3cc(C)nn3-c3ccccc3)no2)c1,-0.2,61,-0.6%,0.2%,-2.3%,-2.7%,1.1%,0.0%,0.1%,0.8%,
COc1ccc(S(=O)(=O)NCCSCc2ccco2)cc1,-1.1,38,-16.0%,-0.1%,20.7%,9.8%,-0.1%,-4.0%,-0.2%,-3.9%,
COc1ccc(N/N=C(/C(N)=O)C2=NC(C)(C)Cc3ccccc32)cc1,-0.8,45,-21.4%,-0.3%,18.0%,-5.1%,-9.3%,1.6%,9.1%,-5.1%,
CC(C)C[C@H]1CN=C(Nc2ccccc2)N1CCCC1CCCC1,10.2,87,-5.0%,0.2%,6.6%,-0.6%,-2.5%,-0.3%,3.6%,1.2%,
Cc1cc(C)cc(NC(=O)C2CC3CCC2C3)c1 (configuration not stated),-1.1,64,10.4%,-0.1%,11.3%,0.9%,-3.9%,6.3%,-2.1%,-6.2%,
COc1cccc(N2CCN(S(=O)(=O)c3ccc(CN4C(=O)c5cccnc5C4=O)cc3)CC2)c1,-0.4,52,8.1%,-0.2%,32.9%,1.5%,-2.3%,5.7%,0.1%,-9.5%,
CCOC(=O)C1CCN(C(=O)CN2C(=O)c3ccccc3Sc3ncccc32)CC1,-0.1,58,4.5%,-0.1%,6.6%,0.4%,2.3%,14.9%,0.2%,-2.6%,
Cc1cc(C)cc(OCCCCCNCCO)c1,1.3,59,-8.4%,1.0%,6.0%,1.0%,-7.1%,28.7%,2.0%,-7.2%,

# Four compounds out of the list, sorted by number of heavy atoms, falling:
SMILES,NTR1 ag,NTR1 ag cell count 20 µM,GPR55 LPI antagonism,GPR55 beta-arrestin,AID2073,HIV peptide binding,SIAH1 antagonists,GPR35 antagonists,K1F lysis inhibition,NS5 inhibitors,others
COc1cccc(-c2cc(C(=O)Nc3cc(C)nn3-c3ccccc3)no2)c1,-0.2,61,-0.6%,0.2%,-2.3%,-2.7%,1.1%,0.0%,0.1%,0.8%,
COc1cc(OC)c(-n2cc(-c3ccc(OC)c(OC)c3)[nH]c2=S)cc1Cl,0.0,84,12.3%,-0.2%,-15.4%,-2.5%,3.1%,-2.1%,3.8%[50 µM],-1.3%,
COc1cc(-c2nc3cccc(C)n3c2NCC2CCCO2)ccc1O (configuration not stated),3.3,45,-3.4%,-0.1%,45.0%,-0.9%,0.0%,9.6%,2.5%,-7.4%,
Cc1cc(C)cc(OCCCCCNCCO)c1,1.3,59,-8.4%,1.0%,6.0%,1.0%,-7.1%,28.7%,2.0%,-7.2%,

# Next part:
SMILES,NTR1 ag,NTR1 ag cell count 20 µM,GPR55 LPI antagonism,GPR55 beta-arrestin,AID2073,HIV peptide binding,SIAH1 antagonists,GPR35 antagonists,K1F lysis inhibition,NS5 inhibitors,others
Cc1ccc(S(=O)(=O)N2CCC(C(=O)N3CCN(c4ccccn4)CC3)CC2)cc1,0.8,72,7.9%,0.2%,8.9%,0.2%,-0.5%,-12.2%,0.0%,1.6%,
O=C(Nc1ccon1)c1csc2c1CCCC2,1.4,85,6.8%,0.0%,-1.8%,3.0%,2.7%,-1.4%,-1.2%,-2.4%,
CCN(C(=O)Cc1cccs1)c1nnc(-c2cc(OC)c(OC)c(OC)c2)s1,-1.0,89,-2.2%,-0.1%,4.0%,0.3%,3.4%,1.3%,10.4%,-2.4%,
CCCCC(=O)N/N=C(\C)CC(=O)Nc1ccccc1Br,-1.9,70,4.8%,-0.2%,4.1%,0.7%,4.6%,11.7%,0.4%,1.4%,
COc1ccc(-c2noc(-c3ccc(C)cc3)n2)cc1,1.0,46,-28.0%,-0.2%,5.9%,-0.6%,4.5%,-8.7%,0.4%,-2.1%,
C/C(=N\NC(=O)c1cccc(N/N=C(\C)c2ccc([N+](=O)[O-])cc2)c1)c1ccc([N+](=O)[O-])cc1,3.4,59,-4.6%,0.0%,14.2%,-1.1%,-1.1%,-2.1%,0.7%[50 µM],-3.1%,
Cc1cc2nn(-c3cccc4ccccc34)nc2cc1N,-0.4,71,12.5%,1.0%,8.23µM*,13.6%,-3.0%,-10.7%,-0.3%,21.0%,
O=C(Nc1ccc(Cl)cc1)N1CCN(C(=O)C2CCCO2)CC1 (configuration not stated),-0.1,71,4.7%,-0.1%,-2.6%,2.1%,4.1%,9.3%,0.1%,-2.6%,
O=C(Nc1nnc(SCC(=O)N2CCOCC2)s1)c1ccccc1Cl,0.6,63,-2.5%,-0.1%,-14.6%,-0.4%,-5.1%,6.1%,0.2%,0.0%,
COc1cccc(C(=O)NNC(=O)C(=O)Nc2cccc(Cl)c2C)c1,1.2,53,0.5%,0.2%,4.1%,10.2%,-2.1%,0.8%,-0.4%,0.0%,
O=C(CCC(=O)c1cccs1)NCc1cccnc1,-1.0,36,-3.2%,-0.2%,16.7%,1.3%,-1.5%,20.3%,0.1%,-9.1%,
CC(=O)c1cccc(NC(=S)N2CCCC2)c1,0.6,63,4.9%,-0.1%,-0.5%,-2.9%,1.3%,-10.4%,0.1%,-4.5%,
CCc1c(C(=O)NNC(=S)NCC(C)C)csc1C,1.6,57,3.4%,0.8%,-52.5%,-1.4%,-4.2%,-6.4%,3.1%,-0.8%,
CC(=O)c1ccccc1NS(C)(=O)=O,0.4,71,7.2%,-0.5%,-2.3%,-1.9%,-10.4%,16.8%,0.0%,-4.5%,
Cn1c(=O)[nH]c2ccc([N+](=O)[O-])nc21,3.5,78,1.0%,-0.1%,-6.8%,-1.8%,-2.2%,5.1%,1.7%[50 µM],1.9%,
COc1ccc(CCNC(=O)c2ccc3c(c2)NC(=O)C(CSCc2cc(C)ccc2C)N3)cc1OC (configuration not stated),0.5,42,-11.2%,-0.2%,17.5%,15.1%,-0.4%,1.4%,nt,nt,
COC(=O)C1=C(C)N(Cc2ccccc2)C(=NCCCCO)N[C@H]1CCc1ccccc1,-0.5,89,15.1%,0.4%,-0.8%,2.0%,-0.3%,13.8%,3.8%,10.0%,
CN(C)CCOc1ccc2c(c1)Sc1ccccc1CC2=O,-1.7,61,5.3%,-0.1%,11.9%,-0.1%,3.0%,-0.2%,1.2%[50 µM],1.3%,
O=C(CCSc1nnc2ccc3ccccc3n12)Nc1ccc(F)cc1,-2.5,74,1.4%,0.2%,21.4%,-1.1%,-2.3%,4.5%,0.4%,4.0%,
OCC[C@@H]1C[C@H](O)[C@@H](O)[C@@]2(CCCc3ccccc3O2)O1,3.8,90,-4.5%,0.2%,0.4%,2.7%,2.4%,-4.2%,5.8%,0.0%,

# Fetched one by one from the list above (two):
SMILES,NTR1 ag,NTR1 ag cell count 20 µM,GPR55 LPI antagonism,GPR55 beta-arrestin,AID2073,HIV peptide binding,SIAH1 antagonists,GPR35 antagonists,K1F lysis inhibition,NS5 inhibitors,others
COc1ccc(CCNC(=O)c2ccc3c(c2)NC(=O)C(CSCc2cc(C)ccc2C)N3)cc1OC (configuration not stated),0.5,42,-11.2%,-0.2%,17.5%,15.1%,-0.4%,1.4%,nt,nt,
O=C(Nc1ccon1)c1csc2c1CCCC2,1.4,85,6.8%,0.0%,-1.8%,3.0%,2.7%,-1.4%,-1.2%,-2.4%,

# Compound activity deposited in PubChem by several laboratories.
